# From PubChem BioAssay
# GCN5L2 inh = GCN5L2 (KAT2A) acetyltransferase inhibition; Potency, µM (top dose mostly 58.9 µM), for inactives: at the highest dose activity change, negative = inhibition, hits mostly inhibitors; GCN5L2 HAT assay, ThioGlo1 CoA-SH fluorescence; actives 0.21% (n = 390,000); AID 504327
# Target sequence (Q92830 whole entry, looked up): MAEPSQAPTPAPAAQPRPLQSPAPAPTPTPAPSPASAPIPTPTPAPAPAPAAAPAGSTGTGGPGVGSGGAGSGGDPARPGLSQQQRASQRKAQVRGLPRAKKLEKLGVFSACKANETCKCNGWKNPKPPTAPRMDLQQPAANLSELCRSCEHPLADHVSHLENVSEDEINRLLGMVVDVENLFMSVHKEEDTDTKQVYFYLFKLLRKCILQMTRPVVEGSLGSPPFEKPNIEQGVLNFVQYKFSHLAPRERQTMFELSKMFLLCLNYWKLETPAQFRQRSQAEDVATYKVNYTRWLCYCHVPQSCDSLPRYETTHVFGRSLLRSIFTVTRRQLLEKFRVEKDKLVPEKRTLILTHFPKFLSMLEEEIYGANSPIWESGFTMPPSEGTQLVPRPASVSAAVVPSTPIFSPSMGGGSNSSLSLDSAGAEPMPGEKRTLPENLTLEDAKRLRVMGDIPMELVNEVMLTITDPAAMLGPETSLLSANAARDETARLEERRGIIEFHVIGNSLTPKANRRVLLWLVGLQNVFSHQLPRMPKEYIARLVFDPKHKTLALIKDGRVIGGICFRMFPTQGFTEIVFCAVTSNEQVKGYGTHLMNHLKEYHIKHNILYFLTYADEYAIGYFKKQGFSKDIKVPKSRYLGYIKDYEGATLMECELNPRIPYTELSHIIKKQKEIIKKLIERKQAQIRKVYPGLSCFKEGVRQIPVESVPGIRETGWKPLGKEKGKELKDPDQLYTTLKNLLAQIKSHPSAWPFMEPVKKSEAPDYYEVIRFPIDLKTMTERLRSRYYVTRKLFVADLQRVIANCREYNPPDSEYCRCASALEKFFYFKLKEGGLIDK
#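 Preincubate 20nM GCN5L2 with compound 15 min, RT → add 50uM ThioGlo1 + 75uM H3(1-25) + 70uM acetyl-CoA → read fluorescence 0 and 20 min. Primary qHTS; fluorescent artifacts likely.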
# TDP1 cell CPT = DT40-hTDP1 cell growth loss with CPT. chicken DT40 Tdp1-/-;hTDP1 cells + 20 nM CPT, ATP luminescence, 48 h. Potency, µM (titrated, usually from 46.2 µM), for inactives: top-dose activity change, negative = growth inhibition, most hits filed as inhibitors. actives 12% (n = 420,000). AID 686979; further: nearly all actives have a fitted effect of over 55% in size
#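 Cell growth measured by CellTiter-Glo luminescence after a minimum 48 h, 37 C compound exposure with 20 nM CPT in Tdp1-knockout DT40 cells stably expressing hTDP1, seeded 400/well; qHTS titration format.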
# DT40 TDP1 no CPT = qHTS for Inhibitors of human tyrosyl-DNA phosphodiesterase 1 (TDP1): qHTS in cells in absence of CPT | actives 15% (n = 420,000) | DT40 Tdp1-/- hTDP1 cells, no CPT, ATP luminescence, 48 h | Potency, µM (highest dose often 46.2 µM), inactives show at the top dose activity change, negative = growth inhibition, usual class: inhibitors; further: nearly all actives have a fitted effect of over 55% in size
#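 Growth kinetics read by CellTiter-Glo luminescence after ≥48 hr at 37 °C. Cells: DT40 Tdp1-/- stably carrying human TDP1, 400 per well, compound exposure in the absence of CPT (DMSO vehicle).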
# The depositor's hits bear a star; ? = inconclusive; . = no result given; & = joins results of further samples. The call rests on the fitted dose curve; in most records, active means well fitted curve in the direction sought with a large enough effect; inconclusive means small, poorly fitted or top-dose-only effect, or another doubt; inactive means no such curve, though single readings can be large; an effect the other way counts as inactive or inconclusive. On the % scale 0 is the no-effect control and ±100 the full control effect; potency means the concentration at half of the fitted maximal effect.
SMILES,GCN5L2 inh,TDP1 cell CPT,DT40 TDP1 no CPT
Cc1occc1C(=O)N1CCN(C(c2ccccc2)c2ccccc2)CC1,-12.5%,?,?
CC(NC(=O)C(=O)N/N=C/c1ccccc1)c1ccccc1 (centres undefined),0.4%,-16.7%,-19.3%
O=c1cc(-c2ccccc2)c2cc3c(cc2[nH]1)OCCO3,-4.4%,-24.1%,?
COc1ccc(OC)c(N2Cc3cc(C)c(C)cc3C2)c1,2.0%,?,25.9µM*
Cc1c(C(=O)N2CCN(c3ccc(C(F)(F)F)cn3)CC2)oc2ccccc12,-8.8%,23.1µM*,18.4µM*
CCC(C)NC(=O)C1(N2C(=O)c3ccccc3C2=O)CCCC1 (centres undefined),.,-0.8%,2.1%
CCn1c(SC(C)C(=O)NC2CCCC2)nc2cc(S(N)(=O)=O)ccc21 (centres undefined),1.1%,-0.5%,3.1%
COc1ccc(CN2CC[C@H]3C=CC[C@@H](C(=O)Nc4ccc(Cl)c(C(F)(F)F)c4)[C@H]3C2=O)cc1OC,.,?,11.2µM*
O=C(N[C@H]1CCC(=O)N([C@H](CSc2ccccc2)Cc2ccccc2)CC1)OCc1ccccc1,-25.3%,?,20µM*
CC(=O)Nc1ccccc1NS(=O)(=O)c1cccc([N+](=O)[O-])c1,-7.2%,4.0%,-24.0%
O=S(=O)(c1ccccc1)N1CCC2(CC1)CN(Cc1nccs1)C2,0.3%,-1.9%,-16.2%
COC(=O)C1=C(CSc2nc3ccccc3s2)NC(=O)NC1c1ccc(F)cc1 (centres undefined),0.9%,?,?
Cc1ccc(N2CC(c3nnc(NC(=O)c4ccco4)s3)CC2=O)cc1Cl (centres undefined),-2.5%,-2.9%,?
CCN/C=C(\C#N)S(=O)(=O)c1ccc(Br)cc1,1.9%,3.6%,6.5%
Cc1ccc(SCc2cn3c(C)csc3n2)cc1,-0.9%,-18.1%,-18.4%
Cc1ccc(C(=O)N[C@H](C(=O)OCC(=O)Nc2cccc(S(N)(=O)=O)c2)C(C)C)cc1,-9.5%,?,-23.6%
CC(Oc1ccccc1F)C(=O)NNC(=O)c1cc2ccccc2o1 (centres undefined),-8.9%,7.4%,10.1%
CCN(CC)C(=O)C(=O)Nc1ccc(F)c(Cl)c1,13.5%,16.3%,-2.2%
Cc1nnc(SCC(=O)NCc2ccc(F)cc2)[nH]c1=O,2.9%,-4.8%,-12.5%
COc1cc2c(cc1OC)C(c1cc(Br)ccc1F)N(C(=O)CCl)CC2 (centres undefined),-2.4%,1.46µM*,1.64µM*
Cc1ccc(NS(=O)(=O)c2ccc(C(=O)NCC(c3ccco3)N(C)C)cc2)cc1 (centres undefined),?,?,?
CCN(CC)CCC12CC(C)OC1=Nc1ccccc1NC2=O (centres undefined),.,-11.4%,-4.2%
O=c1[nH]c(C2CCCN(S(=O)(=O)c3ccccc3)C2)nc2c1nnn2Cc1ccc(OC(F)(F)F)cc1 (centres undefined),-19.3%&-4.5%,?,-21.7%&-0.1%
O=C(Cc1ccc(Br)cc1)NC1CCSC1=O (centres undefined),3.0%,2.7%,0.8%
NC(=O)c1ccc(-c2ncc(-c3ccccc3)o2)cc1,-26.9%,-26.7%,-4.2%
O=C(CSc1ncn[nH]1)CSc1ncn[nH]1,-6.2%,-7.9%,-13.4%
COc1ccc(-c2cc(-c3nnc(COC(=O)c4ccc(O)cc4)o3)c3ccccc3n2)cc1OC,-6.6%,?,10.3µM*
Cc1cnc(C(=O)Nc2ccccc2C(=O)N2CCOCC2)cn1,-1.5%,-21.4%,4.1%
CCc1noc(C)c1C(=O)N(CC(C)C)c1c(N)n(Cc2ccccc2)c(=O)[nH]c1=O,-4.2%,0.2%,1.1%
CCOC(=O)c1ccc(N2C(=O)c3n[nH]c(C)c3C2c2cccc(Br)c2)cc1 (centres undefined),-7.6%,?,?

# Exported with tabs: entries from further up
smiles	GCN5L2 inh	TDP1 cell CPT	DT40 TDP1 no CPT
Cc1nnc(SCC(=O)NCc2ccc(F)cc2)[nH]c1=O	2.9%	-4.8%	-12.5%
COc1cc2c(cc1OC)C(c1cc(Br)ccc1F)N(C(=O)CCl)CC2 (centres undefined)	-2.4%	1.46µM*	1.64µM*
Cc1ccc(NS(=O)(=O)c2ccc(C(=O)NCC(c3ccco3)N(C)C)cc2)cc1 (centres undefined)	?	?	?
CCN(CC)CCC12CC(C)OC1=Nc1ccccc1NC2=O (centres undefined)	.	-11.4%	-4.2%
O=c1[nH]c(C2CCCN(S(=O)(=O)c3ccccc3)C2)nc2c1nnn2Cc1ccc(OC(F)(F)F)cc1 (centres undefined)	-19.3%&-4.5%	?	-21.7%&-0.1%
O=C(Cc1ccc(Br)cc1)NC1CCSC1=O (centres undefined)	3.0%	2.7%	0.8%

# Further entries.
SMILES,GCN5L2 inh,TDP1 cell CPT,DT40 TDP1 no CPT
Cc1cc(-c2onc(C)c2C(=O)Nc2ccc(C(F)(F)F)cc2)no1,-2.9%,3.5%,-1.6%
COc1cc(C(=O)NCc2nnc(SCC(=O)Nc3cc(C)on3)o2)cc(OC)c1OC,-1.0%,-5.0%,12.6%
CC(C)(CNC(=O)c1ccc(S(=O)(=O)Nc2cccc(C(F)(F)F)c2)cc1)N1CCOCC1,2.4%,?,?
O=C(NCC1CCCO1)c1ccc(NC(=O)C2CC=CCC2C(=O)O)cc1 (centres undefined),.,29.8%,-3.6%
COc1ccc(NS(=O)(=O)c2ccc(N3CCCCC3)c(N)c2)cc1,-11.1%,2.59µM*,1.3µM*
CC1=C(C(=O)N(C)C)CC(CC(=O)NCc2cccs2)C(=O)N1Cc1ccc(F)cc1 (centres undefined),.,0.5%,?
O=C(O)CCCC(=O)Nc1ccccc1SCCS(=O)(=O)c1ccc(Cl)cc1,-15.2%,1.6%,0.8%
Cc1cc(Cl)ccc1OCC(=O)NCCOc1nc(N2CCCCC2)nc(N2CCOCC2)n1,-3.1%,7.31µM*,6.51µM*
CCOC(=O)C1OC1C(=O)NC(CC(C)C)C(=O)NCCC(C)C (centres undefined),-13.7%,?,-24.9%
Cc1cc2nc(-c3ccc(=O)[nH]c3)n(C)c2cc1C,-6.7%,15.0%,3.9%
COc1ccccc1NS(=O)(=O)c1cc(C(=O)NCC(C)(C)N2CCOCC2)ccc1C,1.0%,-0.1%,-26.2%
CNc1cccc(-c2cc(OC)c(OC)c(OC)c2)n1,.,?,?
Cc1nn(-c2ncc(C(F)(F)F)cc2Cl)c(=O)n1-c1cccc(F)c1,1.9%,-3.7%,-16.4%
Cc1ccc(NS(=O)(=O)c2ccccc2)c(NS(=O)(=O)c2ccccc2)c1,.,-27.5%,-11.8%
S=C(Nc1cccc(Cl)c1)Nc1ccccc1Oc1ccccc1,-10.8%,?,20.6µM*
CC(=O)Nc1nc(C=C(Cl)Cl)cs1,-14.0%,-19.2%,-0.9%
CN(CC(=O)NCCc1ccc(Cl)cc1)S(=O)(=O)c1cccs1,-5.4%,-20.0%,-16.7%
COc1cc(OC)c(OC)cc1/C=N/N(C)c1ccccc1,-19.2%,-20.6%,-25.1%
S=C1N[C@H]2CCCC[C@@H]2N1,-4.6%,-21.1%,-18.9%
COC(=O)N1C(=O)[C@](c2ccccc2)(C2CCCCC2)N1C(=O)OC,1.4%,?,-29.5%
Cc1cc(C)n(-c2nnc(N3CCN(c4ccccc4)CC3)nn2)n1,-6.9%,?,-18.2%
CC(C)(C)c1nnc2sc(SCC(=O)NCc3ccco3)nn2c1=O,-1.4%,-17.5%,-6.4%
O=S(=O)(c1ccc(N2CCN(S(=O)(=O)c3ccccc3)CC2)nc1)N1CCCC1,-3.7%,7.7%,-8.3%
Cc1ccc(-c2nc3ccc(Cl)cn3c2Cc2cccc(F)c2)cc1,.,20.6µM*,?
COc1ccc(C(=O)NCCSc2ccccc2C)cc1,-0.9%,-12.7%,?
O=C(CN1CCN(C(=O)C2COc3ccccc3O2)CC1)Nc1ccc(F)cc1 (centres undefined),-2.4%,7.7%,-13.6%
O=CN1CCN(C(C(=O)NC2CCCC2)c2cc3c(cc2[N+](=O)[O-])OCO3)CC1 (centres undefined),-2.1%,9.1%,-8.5%
CCCOC1CCCN(C(=O)c2ccc(OC3CCN(C(=O)CCOC)CC3)cc2)C1 (centres undefined),-1.0%,-10.9%,-9.9%
Nc1ncnc2c1ncn2[C@@H]1O[C@H](CO)C[C@H]1O,.,8.2µM*,7.31µM*
COc1ccc(Cl)cc1NS(=O)(=O)c1cccc(C(=O)NC2CC2)c1,-3.0%,-9.9%,-28.6%
COc1ccc(-c2csc(N(CC3CCCO3)C(=O)c3ccco3)n2)cc1 (centres undefined),-16.7%,20.6µM*,20.6µM*
Cc1ccc(CNC(=O)CSCc2ccccc2F)cc1,-4.7%,0.0%,-3.2%
CC(C)CCOc1ccc(C(=O)NN2C(=O)NC3(CCCCC3)C2=O)cc1,-6.3%,?,?
O=C(NCCCc1ccccc1)c1ccccc1,7.7%,-1.4%,-7.9%
Cc1ccc(OCCNC(=O)c2ccc(COc3ccccc3)o2)cc1,-5.5%,?,?
O=C(CN1CCCCC1)N1N=C(c2cccs2)CC1c1cccs1 (centres undefined),-1.2%,-13.9%,-1.1%
CCOC(=O)C1=C(C)NC(C)=C(C(=O)OCC)C1c1sccc1C,1.3%,?,?
CC1=C(/C=C/C(C)=N\NC(=O)c2ccncc2)C(C)(C)CCC1,-3.3%,?,?
O=C(NCCCN1CCCC1=O)Nc1ccccc1F,-2.4%,6.5%,21.7%
COCCNC(=O)c1[nH]c2cc(C)ccc2c1Sc1ccc(Cl)cc1,-7.6%,-0.3%,-10.0%
CCOC(=O)N1CCN(S(=O)(=O)N2CCCC(C(=O)NCc3ccc(C)cc3)C2)CC1 (centres undefined),.,?,?
COC(=O)Nc1ccc(S(=O)(=O)N2CCCC(C(=O)NC3CCS(=O)(=O)C3)C2)cc1 (centres undefined),0.2%,19.5%,-26.2%
COc1ccc(C(=O)Nc2nnc(S(=O)(=O)N(CC(C)C)c3ccccc3)s2)cc1,-5.0%,-13.4%,-13.9%
CC1(c2ccc(OC(F)F)cc2)NC(=O)N(CC(=O)Nc2ccc(N3CCCCC3)cc2)C1=O (centres undefined),-13.0%,?,?
COc1cccc(Nc2nc(C(N)C3CCCCC3)cs2)n1 (centres undefined),.,?,23.1µM*
Cc1cccc(NC(=O)CCNC(=O)c2ccco2)c1,44.0%,0.7%,-11.2%
Cc1cc(C)n(-c2ccc(C(=O)N3CCN(S(=O)(=O)c4ccc(C(C)C)cc4)CC3)cc2)n1,-1.4%,?,14.6µM*
O=C(c1ccc(F)cc1)N1CCN(c2cc(N3CCCCC3)c(F)cc2[N+](=O)[O-])CC1,-15.3%,?,?
CCCOc1cc(CN2CCCCC2)cc(C(C)=O)c1,.,13.3%,5.2%
Cc1cc(Cl)ccc1NNC(=O)CCc1ccccc1,-5.5%,6.1%,5.6%
CCCCN(C(=O)c1cc(S(=O)(=O)N2CCOCC2)ccc1N1CCOCC1)c1ccccc1,.,-4.6%,-21.8%
CN(Cc1ccccc1)C(=O)c1ncn2c1C(=O)N(C)CC2,.,-30.0%,-26.3%
COc1ccccc1S(=O)(=O)N[C@@H]1CC[C@@H](CCn2cc(C3CC3)nn2)O[C@@H]1CO,.,2.7%,7.9%
COc1cc(C)c(C(=O)Oc2cc(C)c(C(=O)O)c(O)c2C)c(O)c1C,.,?,?
O=C(Cc1csc(Nc2nc(=S)[nH]c3ccccc23)n1)NCc1cccc(Cl)c1,-0.4%,?,18.4µM*
CC1(Cc2ccc(F)cc2)C(=O)Nc2ccc(-c3cccnc3)cc21 (centres undefined),.,23.1µM*,10.3µM*
O=C(NCCCNC(=O)c1ccccn1)c1ccc(Br)cc1,0.9%,6.4%,1.2%
O=S(=O)(NCc1ccc(F)cc1)c1cccc(S(=O)(=O)N2CCOCC2)c1,-4.3%,0.1%,-9.5%
O=C(COc1ccc2c3c(c(=O)oc2c1)CCC3)N1CCCCC1,0.9%,3.2%,-4.4%
Cc1cccc2nc(CSCc3ccco3)cn12,2.4%,-17.9%,-21.2%
# Next part.
SMILES,GCN5L2 inh,TDP1 cell CPT,DT40 TDP1 no CPT
CC(NC(=O)c1ccc(Br)cc1)c1ccc2c(c1)CCCC2 (centres undefined),-1.7%,?,?
COc1ccc(C(C)(C)C)cc1NC(=O)CCCN1C(=O)NC(C)(C)C1=O,3.4%,-0.8%,-5.3%
Cc1cccc(S(=O)(=O)NC(=O)C2(C)CCN2C(=O)C/C=C/c2ccccc2)c1 (centres undefined),.,-18.3%,-0.2%
Cc1ccc(S(=O)(=O)/N=C(/NNC(=O)c2cccc(Cl)c2)c2ccccc2)cc1,-5.1%,3.5%,-1.9%
Cc1ccc(Cl)cc1NC(=O)CN(C)S(=O)(=O)c1ccc2c(c1)n(C)c(=O)c(=O)n2C,-6.8%,-11.4%,-8.8%
COCc1c(C(=O)N(C)Cc2ccccc2N2CCCC2)oc2ccccc12,4.3%,?,23.1µM*

# An excerpt (hit frequency here may not be typical).
